High-throughput results as filed in PubChem.
Yeast superoxide – yeast age-related superoxide inhibition as caloric restriction mimetic; superoxide response (% of plate mean), % at 10 µM; 330,000 tested, 0.18% active; AID 2690; S. cerevisiae aged cells, superoxide DHE fluorescence; active compounds read low;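 active means superoxide response under a set limit, about three screen SD below normal, cut at about 65% in these data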;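 further: yeast aged for seven days with compound at 30 °C before DHE staining; 100% = average MFI of all compound-treated wells on the plate with controls excluded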
proCasp7 act – counter-screen: procaspase-7 (human) activation; P55210; recombinant procaspase-7, Ac-DEVD-pNA absorbance 405 nm; D23A/D198A/D206A triple mutant, cannot self-cleave; scale: DMSO 0, 5 µM enzyme 100; activation, % at 8.5 µM; 330,000 tested, 0.093% active; AID 463210;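 active means percent activation above the screen-wide mean plus 3 SD, cut at about 25% in these data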
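signal = Epi-absorbance of released pNA at 405 nm, two timepoints | assay system = Uncleavable procaspase-7 mutant enzyme | reagent = Ac-DEVD-pNA substrate, 400 µM as added | times = 1 h enzyme–compound preincubation and 2 h substrate reaction, both 25 °C | benchmarks = low DMSO alone, high DMSO plus 5 µM PC-7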
RPL19A-GFP yeast – yeast TOR pathway RPL19A-GFP modulation; S. cerevisiae RPL19A-GFP strain, flow cytometry, 3 h; active compounds read low; percent response vs DMSO, % at 10 µM; 330,000 tested, 0.3% active;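 active means percent response vs DMSO below 50%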;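 further: median channel GFP fluorescence of the barcoded RPL19A-GFP strain; ratio of sample median GFP to plate DMSO average so 100% = DMSO; lower means less RPL19A-GFP as with rapamycin TOR inhibition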
MEP2 TOR yeast – alters MEP2-GFP fluorescence in TOR pathway yeast screen | GFP response vs DMSO, % at 10 µM | S. cerevisiae MEP2-GFP strain, flow cytometry GFP, 3 h; 100% = DMSO control level | 330,000 tested, 0.51% active | AID 2016;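 active means GFP response versus DMSO above a set limit, roughly screen mean plus 3 SD, cut at about 180% in these data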;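 further: median GFP fluorescence of the barcode-gated MEP2-GFP cells per well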
LAP4-GFP MLPCN – modulators of TOR pathway LAP4-GFP in S. cerevisiae; S. cerevisiae LAP4-GFP multiplex, flow cytometry GFP, 3 h; median GFP as percent of DMSO wells; GFP response vs DMSO, % at 10 µM; 320,000 tested, 0.34% active;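 active means GFP response vs DMSO above a set limit, about the screen mean plus 3 SD, cut at about 150% in these data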
procasp3 activ – activates human procaspase-3; P42574; recombinant procaspase-3 D3A, Ac-DEVD-pNA absorbance 405 nm; activation, % at 8.5 µM; 330,000 tested, 0.11% active; AID 463141;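 active means activation above the mean of all tested compounds plus 3 SD, cut at about 21% in these data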;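 further: 0% = DMSO alone and 100% = DMSO wells spiked with extra 5 µM PC-3 D3A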
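Assay system: Procaspase-3 D3A mutant, all three cleavage aspartates alanine. Buffer or medium: Zinc-free HEPES saline buffer with Triton X-100. Times: 1 h compound preincubation, 2 h substrate hydrolysis at 25 °C. Measured by: 405 nm absorbance of p-nitroaniline, reads at 0 and 120 min. Read-out basis: percent activation relative to control range. Replicates: singlicate.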
AHR activator – activators of human aryl hydrocarbon receptor. activation, % at 5 µM. AHR-responsive luciferase reporter cells, luminescence. AID 2796. 320,000 tested, 2.5% active; in the data active means activation above about 47%;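 further: 0% = vehicle wells and 100% = reference agonist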
Target sequence (P35869 whole entry, looked up): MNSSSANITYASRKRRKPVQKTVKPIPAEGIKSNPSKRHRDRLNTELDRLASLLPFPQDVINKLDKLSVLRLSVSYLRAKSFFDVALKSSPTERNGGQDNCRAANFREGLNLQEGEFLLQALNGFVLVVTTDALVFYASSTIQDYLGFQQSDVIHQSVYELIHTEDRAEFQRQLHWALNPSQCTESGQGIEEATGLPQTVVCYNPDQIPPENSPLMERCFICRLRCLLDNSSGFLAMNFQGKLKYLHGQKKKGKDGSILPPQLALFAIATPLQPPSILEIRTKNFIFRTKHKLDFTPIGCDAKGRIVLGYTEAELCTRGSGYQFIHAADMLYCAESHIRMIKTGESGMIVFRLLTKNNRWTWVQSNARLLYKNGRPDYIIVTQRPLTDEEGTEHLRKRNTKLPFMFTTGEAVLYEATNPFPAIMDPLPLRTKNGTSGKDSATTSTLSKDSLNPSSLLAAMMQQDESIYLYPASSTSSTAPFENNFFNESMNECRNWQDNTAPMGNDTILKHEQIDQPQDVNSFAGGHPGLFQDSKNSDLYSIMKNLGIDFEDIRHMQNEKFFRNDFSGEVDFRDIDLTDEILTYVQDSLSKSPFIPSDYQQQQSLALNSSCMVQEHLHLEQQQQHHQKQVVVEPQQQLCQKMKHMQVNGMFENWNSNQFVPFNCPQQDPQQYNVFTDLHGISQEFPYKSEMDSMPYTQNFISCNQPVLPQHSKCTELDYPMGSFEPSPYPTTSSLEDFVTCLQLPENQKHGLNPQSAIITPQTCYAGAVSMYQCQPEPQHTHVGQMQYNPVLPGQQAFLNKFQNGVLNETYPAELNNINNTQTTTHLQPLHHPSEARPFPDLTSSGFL
JMJD2C inh – inhibitors of human GASC-1 (JMJD2C) demethylase; AID 2099; 330,000 tested, 0.069% active; inhibition, % at 2.35 µM; GST-JMJD2C(1-420) H3K9me3 demethylation, DELFIA europium;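 active means more than half of a compound's replicate wells show inhibition beyond 50%, single wells judged on their own value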;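 further: signal counts dimethyl H3K9 product captured on neutravidin plate; 0% = median of DMSO wells and 100% = 0.3 times that DMSO median; strong numbers were not always called active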
* marks the source's active call; other numbers are inactive results; / = no result given; [ ] = remark or other dose.

Molecule	Yeast superoxide	proCasp7 act	RPL19A-GFP yeast	MEP2 TOR yeast	LAP4-GFP MLPCN	procasp3 activ	AHR activator	JMJD2C inh
CC(C)C(C)NC(=O)COC(=O)C1CCN(S(=O)(=O)c2ccc3c(c2)OCCO3)CC1 (centres undefined)	100.3	9.4	97.4	103.0	103.5	5.8	3.0	2.3
CC(C)c1noc2ncc(C(=O)c3cc(Cl)cc(Cl)c3O)cc12	90.1	5.2	95.3	90.1	94.7	-14.5	1.2	-2.5
CCC(=O)NCCNC(=O)c1c(SC)nsc1SC	94.9	5.1	93.0	96.7	97.0	6.3	-0.8	-6.7
C=C(C)C1CC=C(C)/C(=N/NC(=O)CNc2ccc(OCC)cc2)C1 (centres undefined)	87.9	-8.6	59.3[may fluoresce violet]	206.8*[may fluoresce violet]	104.1[may fluoresce violet]	-1.4	1.7	-46.8
Oc1ccccc1-c1nc(N2CCCC2)c2ccccc2n1	106.7	-8.0	95.1	95.6	95.8	0.6	-1.1	1.7
Cc1ccc(C)c(NC(=O)NC2CCCCCCC2)c1	112.8	-7.4	108.2	96.8	80.1	6.4	5.7	-13.3
CCOc1ccccc1NC(=S)NC(=O)C1CC1	97.8	1.2	98.1	104.6	110.1	2.8	36.7	-24.9
O=C(Nc1ccc2c(c1)OCCO2)c1ccccc1	96.0	10.4	101.5	105.4	100.4	-5.5	3.1	9.8
Cc1ccc(NS(=O)(=O)c2cccc3nsnc23)cc1[N+](=O)[O-]	84.4	-22.0	103.2	104.6	98.2	-7.0	2.5	20.8
Cc1ccc(N(CC(=O)NC2CCCCC2)S(=O)(=O)c2cccs2)cc1	117.8	2.3	95.3	103.5	94.8	6.3	-0.3	-4.2
COc1cc(C(=O)NC2CCN(Cc3ccccc3)CC2)cc(Cl)c1OC(C)C	93.9	-4.0	103.0	105.1	94.0	4.8	1.7	2.9
CC(=O)Nc1ccc2nc(NC(=O)COc3ccccc3C)sc2c1	104.3	8.2	103.7	103.4	98.3	-1.1	38.8	-12.6
Cc1ccc(S(=O)(=O)NCCCC(=O)O)cc1	81.5	6.3	94.7	98.9	98.7	3.0	0.1	-19.1
O=C(CNc1cccc(C(F)(F)F)c1)Nc1cccc(S(=O)(=O)N2CCCC2)c1	83.5	4.8	100.8	101.0	117.0	1.1	1.3	-1.8
O=C(NCCCN1CCOCC1)c1ccc(Br)s1	127.7	21.7	97.5	100.5	104.9	-8.4	-3.8	9.4
CC1CC(C(F)(F)F)n2ncnc2N1 (centres undefined)	99.1	5.8	95.1	108.7	107.8	9.5	-3.5	5.2
O=C(CCCN1C(=O)/C(=C/c2cccs2)SC1=S)Nc1ccccc1O	109.3	-18.6	108.9	102.3	97.1	-9.8	4.9	-2.6
CCCN(CCC)CCN1C(=O)C2C(C(=O)Nc3cccc(SC)c3)C3C=CC2(O3)C1C(=O)NC1CCCCC1 (centres undefined)	88.2	5.8	106.2	100.3	98.2	4.0	1.3	15.4
CC1Oc2ccccc2N(CC(=O)Nc2ccc3c(c2)OCO3)C1=O (centres undefined)	117.3	12.4	103.1	96.4	104.0	3.4	7.5	-13.6
O=C(c1ccc(F)cc1)N1CCN(Cc2ccccc2Br)CC1	103.5	14.3	94.8	100.2	90.1	4.0	-0.8	2.5
COc1ccc(NC(=O)c2ccccc2NC(=O)NC2CCCCC2)cc1	107.7	-3.4	101.4	100.6	103.6	-4.6	4.4	2.3
CCCNC(=O)COc1cccc(C(=O)NCc2ccccc2)c1	101.7	-4.8	101.0	101.7	87.4	-5.0	1.6	-6.0
CC(=O)C1=NN(c2ccccc2)C(c2cccs2)N1c1ccc(N(C)C)cc1 (centres undefined)	108.0	2.8	101.2	97.5	100.7	10.5	9.2	25.3
CCOC(=O)CC(=O)Nc1ccn[nH]1	112.1	0.1	100.3	101.1	114.8	0.4	0.3	2.0
COc1ccc(C(=NN)c2ccc(OC)cc2)cc1	94.9	8.6	89.6	94.3	104.8	1.2	4.3	-18.1
CC1CCCCC12NC(=O)N(CC(=O)Nc1cccc(S(=O)(=O)N3CCCCC3)c1)C2=O (centres undefined)	102.8	-4.9	99.1	100.2	110.7	-8.0	1.9	/
COc1ccc(CCNC(=O)CCCOc2ccc(C)cc2)cc1OC	110.0	-1.1	96.8	105.6	94.8	3.0	-1.0	3.6
COc1ccc(N2C3=C(CC4=C2CC(C)(C)CC4=O)C(=O)CC(C)(C)C3)cc1	101.6	-13.7	103.2	107.4	106.0	-2.0	1.3	-3.0
Cc1nc(OCc2c(C)noc2C)c2ccccc2n1	100.6	8.0	94.9	95.3	95.3	-3.7	-1.8	-17.2
Cc1nc2ccccc2n1C1CCN(CC(=O)NCc2ccc(F)cc2)CC1	86.5	-9.6	102.6	102.8	98.8	2.1	0.7	6.3
CCc1ccccc1NC(=O)c1ccc(Cn2cc([N+](=O)[O-])cn2)cc1	110.2	0.0	103.0	85.9	98.2	-5.9	3.0	-4.2
CCC(C)C(=O)NCCc1ccc(S(N)(=O)=O)cc1 (centres undefined)	97.6	6.5	104.3	108.4	104.7	14.0	-3.6	-7.3
Cc1cccc(NS(=O)(=O)c2cc3c4c(c2)CCN4C(=O)CC3)c1C	100.7	2.3	98.3	99.0	93.5	5.5	0.6	7.5
COC(=O)c1ccc(CN(C)S(=O)(=O)c2cccs2)cc1	91.5	-5.2	99.7	106.3	109.6	-4.3	-0.9	-7.7
COc1ccccc1N1CCN(C(=O)C(C)NC(=O)c2cccc([N+](=O)[O-])c2)CC1 (centres undefined)	97.9	-12.4	102.2	99.4	101.2	-9.5	1.5	1.4
O=C(O)c1cccc(S(=O)(=O)Nc2ccc(-c3ccccc3)cc2)c1	120.3	5.0	98.6	109.5	102.1	3.8	0.5	-9.5
CCc1ccc(C(=O)NC(=S)Nc2ccc(N3CCOCC3)cc2)cc1	97.5	-5.2	97.4	90.5	107.9	1.2	3.1	-0.7
O=C(Nc1cccc(Cl)c1)NC1CCCCC1	105.0	6.5	93.3	142.6	93.0	-3.1	9.9	-1.3
O=C(CSc1nc2ccccc2c(=O)[nH]1)Nc1ccc([N+](=O)[O-])cc1	92.3	7.2	102.8	114.3	104.0	-1.7	-2.3	0.3
O=C(CCCn1c(=S)[nH]c2cc3c(cc2c1=O)OCO3)NCc1ccccc1Cl	99.1	5.7	101.1	102.7	105.7	13.3	0.6	-2.0
CN(C(=O)COC(=O)CCCc1c[nH]c2ccccc12)c1c(N)n(Cc2ccccc2)c(=O)[nH]c1=O	100.9	7.6	95.7	102.6	114.9	4.9	2.8	1.5
Cc1cccc(C(=O)OC(C)C(=O)NCC2CCCCC2)c1O (centres undefined)	102.5	-1.8	96.7	101.3	106.4	15.9	0.5	/
CC(=O)Oc1cccc(N2C(=O)c3ccc(C(=O)O)cc3C2=O)c1	88.8	1.5	94.7	87.5	92.4	-0.5	0.6	-1.4
Cc1oc(CSCCSCc2cc(C(=O)O)c(C)o2)cc1C(=O)O	102.2	-0.9	105.7	114.6	99.6	5.4	-0.8	-3.5
O=c1[nH]nc(CNc2cccc(C(F)(F)F)c2)c2ccccc12	92.2	-2.9	113.6	113.4	98.8	-2.3	-6.1	1.6
CCn1c(SCC(=O)Nc2ccc(C)cc2)nc2nc3c(cc2c1=O)CCCC3	97.3	-3.4	102.8	112.5	108.9	3.8	10.8	5.1
COc1ccc(-n2nc(C(=O)NCC(=O)N3CCN(c4cccc(Cl)c4)CC3)c3ccccc3c2=O)c(OC)c1	88.9	1.2	101.9	94.9	110.7	-1.8	-1.3	3.9
O=C(Cn1ncc2c1-c1ccccc1OC2)N1CCc2ccccc21	118.1	-3.9	97.6	95.5	97.6	-5.5	8.1	-10.5

Some entries already given with just RPL19A-GFP yeast and AHR activator.
structure	RPL19A-GFP yeast	AHR activator
Cc1oc(CSCCSCc2cc(C(=O)O)c(C)o2)cc1C(=O)O	105.7	-0.8
O=c1[nH]nc(CNc2cccc(C(F)(F)F)c2)c2ccccc12	113.6	-6.1

Next results:
Molecule	Yeast superoxide	proCasp7 act	RPL19A-GFP yeast	MEP2 TOR yeast	LAP4-GFP MLPCN	procasp3 activ	AHR activator	JMJD2C inh
CC(=O)Nc1ccc(S(=O)(=O)N2CC(=O)NC(=O)C2)cc1	85.7	6.5	105.9	102.2	68.4	5.9	2.4	7.3
C/C(=N/NS(=O)(=O)c1cc(C)ccc1C)c1ccc2c(c1)OCO2	104.8	/	117.7	106.2	82.2	/	/	-2.8
CCOc1ccc(N(C(=O)c2ccc3c(c2)OCO3)C2C=CS(=O)(=O)C2)cc1 (centres undefined)	96.9	7.2	99.6	105.3	118.8	0.7	-0.9	-1.0
CCCCN1C(N)=NC[C@@H]1Cc1ccccc1	/	0.8	/	/	/	-0.8	-0.7	0.7
C=CCN1c2ccccc2C(=O)CS1(=O)=O	81.9	-1.5	95.2	84.0	103.1	4.4	16.9	-0.4
O=C(CNC(=S)NC(=O)c1ccccc1Br)c1ccccc1	83.9	-21.5	106.2	108.4	92.7	-6.4	2.0	-12.1
O=C(CCc1ccccc1)OCC(=O)c1ccc(Br)cc1	109.7	5.3	104.1	111.4	90.2	3.0	2.7	-9.4
CCOC(=O)c1ccc(NC(=O)CCOc2ccc(OC)cc2)cc1	112.0	1.6	102.7	103.8	111.2	-4.5	-0.4	11.0
COc1cccc(NC(=O)C2C(c3ccccc3)C2(Cl)Cl)c1 (centres undefined)	97.2	10.8	112.6	108.8	101.3	-1.8	8.3	1.8
CC(C)NC(=O)CCCC(=O)NC(C)C	97.0	5.3	104.2	106.9	107.2	-4.1	-4.0	-2.2
Cc1cccc(C)c1NC(=S)N/N=C/c1ccc(C(=O)O)cc1	92.0	-13.4	100.9	102.5	103.4	-3.8	-0.1	-18.6
C/C(=N\NC(=O)Cc1ccc(O)cc1)c1cccnc1	101.2	/	109.1	104.3	77.4	/	/	-1.5
C=CCOc1ccc(/C=C/C(=O)OCC(=O)NCc2cccs2)cc1	99.3	-0.4	101.0	100.3	107.9	1.8	1.0	2.4
CC(Oc1ccccc1)c1ccn[nH]1 (centres undefined)	105.3	0.2	87.2	89.3	84.7	-4.1	-2.7	19.7
Cc1ccc(Nc2nc(CSc3nnc(-c4ccncc4)n3C)cs2)cc1	116.1	-7.5	95.8	98.5	102.1	1.5	16.5	-11.9
CCOc1ccc(NC(=O)CN(C)C(=O)c2ccc(N3CCOCC3)c([N+](=O)[O-])c2)cc1OCC	94.9	-4.2	98.4	113.5	99.5	5.2	1.4	-3.7
COc1ccc(-c2sc3ccc(N4CCOCC4)cc3c2C#CCO)cc1	111.4	-10.4	100.2	97.6	115.3	-1.5	24.7	/
O=C(Nc1ncc([N+](=O)[O-])s1)c1cccc([N+](=O)[O-])c1	105.9	7.0	111.0	128.8	111.0	3.9	4.1	/
CC12CCC3C(CCC4N(CCO)CCC34C)C1CCC2O (centres undefined)	85.1	-0.5	103.2	101.2	86.7	-2.0	13.8	-20.5

An unsorted share of the library. About 3.8% of those tested had a hit in this group.
